# High-throughput results as filed in PubChem BioAssay.
# Casp6 inh: inhibitors of human caspase-6; P55212; AID 686996; purified caspase-6, Z-VEID-R110 cleavage fluorescence; inhibition, % at 12.5 µM; hit rate 0.53% among 350,000;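 active = mean inhibition across replicates at least about 35%, with every replicate also reaching that limit, limit read from the data; inconclusive = only one of the two criteria met; inactive = neither criterion met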;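 also: 0% = median of neutral control wells and 100% = no fluorescence left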
# Target sequence (P55212 24-179 limits assumed): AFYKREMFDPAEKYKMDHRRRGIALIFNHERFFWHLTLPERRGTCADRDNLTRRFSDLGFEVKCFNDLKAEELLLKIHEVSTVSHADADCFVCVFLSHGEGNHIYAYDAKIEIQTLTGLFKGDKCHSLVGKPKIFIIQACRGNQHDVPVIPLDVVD
# Target sequence (P55212 194-293 limits assumed): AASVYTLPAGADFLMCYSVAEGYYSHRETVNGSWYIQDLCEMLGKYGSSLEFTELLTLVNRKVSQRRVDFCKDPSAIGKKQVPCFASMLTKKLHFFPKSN
# RAD54 branch: blocks human RAD54 Holliday junction branch migration; Q92698; FAM/BHQ fluorescence; inhibition, % at 10.4 µM; hit rate 0.14% among 360,000; AID 602329;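 active = mean normalized replicate activity at least 40 and at least half of replicates scoring 40 or more; inconclusive = only one of the two criteria met; inactive = mean below 40 and under half of replicates reaching 40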;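 also: 0% = median of neutral control wells and 100% = median of positive control wells; inhibitors cause a drop in the FAM fluorescence signal; in these data hits start at about 50%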
# ERp5 block: inhibitors of human ERp5. Q15084. ERp5 insulin aggregation, absorbance 650 nm, 90 min. inhibition, % at 9.99 µM. hit rate 0.05% among 350,000;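 active = mean replicate inhibition above about 25%, with every replicate also reaching it, limit read from the data, passing the limit was not always enough; inconclusive = only one of those two criteria met; inactive = neither criterion met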
# ARNT-TACC3 inh: disrupts binding between human ARNT and TACC3. Q9Y6A5. AlphaScreen His-ARNT PAS-B/GST-TACC3 binding, luminescence; TACC3 fragment carries E629A point mutation. inhibition, % at 9.99 µM. hit rate 0.66% among 390,000. AID 623870;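 active = mean inhibition of replicates at least 50% and at least half of replicates each reaching 50%; inconclusive = half or more replicates reach 50% but mean below 50%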;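 also: 0% = complete ARNT plus TACC3 wells and 100% = ARNT alone without TACC3; many hits fall short of the cut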
# RAD52 anneal inh: blocks human RAD52 DNA annealing; AID 651710; recombinant RAD52 DNA annealing, FRET fluorescence; inhibition, % at 18.7 µM; hit rate 0.46% among 360,000;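 active = every replicate showing at least 50% inhibition; inconclusive = mean inhibition at least 50% but not in every replicate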
# Target sequence (P43351 whole entry, looked up): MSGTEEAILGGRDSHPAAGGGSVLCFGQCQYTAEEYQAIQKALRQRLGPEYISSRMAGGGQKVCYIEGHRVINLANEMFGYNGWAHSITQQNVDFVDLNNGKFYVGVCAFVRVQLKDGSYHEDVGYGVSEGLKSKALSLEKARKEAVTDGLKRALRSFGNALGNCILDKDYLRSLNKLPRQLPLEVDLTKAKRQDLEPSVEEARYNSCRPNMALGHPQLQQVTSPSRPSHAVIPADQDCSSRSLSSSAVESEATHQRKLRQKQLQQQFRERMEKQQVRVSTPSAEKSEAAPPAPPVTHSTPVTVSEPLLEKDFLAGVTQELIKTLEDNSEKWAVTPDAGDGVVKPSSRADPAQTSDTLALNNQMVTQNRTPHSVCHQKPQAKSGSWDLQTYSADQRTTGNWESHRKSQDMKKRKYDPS
# PglD DTNB: PglD (C. jejuni) enzyme inhibition; purified PglD enzyme, DTNB colorimetric CoA detection; inhibition, % at 12.5 µM; hit rate 0.098% among 360,000; AID 602405; in the data active = inhibition above about 16%, passing the limit was not always enough; inconclusive = no clear call, values can overlap the other calls; also: strong numbers were not always called active
# E-selectin induc: induces E-selectin expression in human endothelial cells; hit rate 0.37% among 260,000; P16581; activation, % at 7.58 µM; HUVEC E-selectin immunofluorescence imaging; normalized: neutral wells 0, TNF-alpha wells 100;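 active = mean E-selectin-positive cell signal at least 10% of the positive control, reached in at least 60% of replicates, without over 20% cell loss; inconclusive = no rule given, readout overlaps actives, possibly toxicity-flagged; inactive = the rest, including those meeting only one limit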;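 also: in these data hits start at about 27%; measured in HUVEC primary endothelial cells; signal is the percent of cells scored E-selectin positive by PE staining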
#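 Test system – human umbilical vein endothelial cells (HUVEC), E-selectin induction · Input – 3,000 HUVEC seeded per well · Buffer or medium – EGM-2, gelatin · Compound dosing – single-point compound dose · Detection – immunofluorescence imaging · Measure – percent E-selectin-positive cells · Controls – TNF-alpha high, DMSO low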
# esBAF inh: blocks esBAF chromatin remodeling in mouse ES cells; Bmi1-luciferase knock-in reporter, 24 h; 100% = twice the neutral-well signal; reporter increase, % at 12.5 µM; hit rate 2% among 350,000; in the data active = activation above about 40%; inconclusive = no clear call, values can overlap the other calls;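 also: 0% = median of the plate's neutral control wells and 100% = double that signal; a rise in the Bmi1 reporter signal indicates esBAF inhibition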
# An asterisk follows results filed as active; u = inconclusive; x = not tested or not shown.
SMILES,Casp6 inh,RAD54 branch,ERp5 block,ARNT-TACC3 inh,RAD52 anneal inh,PglD DTNB,E-selectin induc,esBAF inh
Cc1ccc(Cn2nc3c(cc2=O)CCc2ccccc2-3)cc1,-1,x,-3,-5,-11,x,0.0,x
CCN(CC)CCCNC(=O)C1CCN(c2ncnc3c2sc2cccc(F)c23)CC1,-18,53*,4,4,42,-2,0.0,x
O=C(COc1ccccc1Br)Nc1ccccc1C(F)(F)F,-3,x,3,4,8,x,2.0,8
COc1ccccc1N1CCN(C(=O)C(C)N(c2ccc(C)cc2)S(C)(=O)=O)CC1 (centres undefined),x,8,x,16,x,-5,x,2
C[C@@H]1CN([C@H](C)CO)C(=O)c2cc(NC(=O)Cn3cnnn3)ccc2O[C@H]1CN(C)Cc1ccc(C(F)(F)F)cc1,2,0,0,4,-22,-11,1.1,-3
COc1ccc(/C=C(/NC(=O)c2ccc([N+](=O)[O-])cc2)C(=O)NCCCN(C)C)cc1,-5,x,0,0,3,x,2.9,x
COc1ccc(CCNC(=O)CSc2nn3c(=O)c(C)nnc3s2)cc1OC,-3,-3,-4,17,-2,x,0.0,x
CC1(C(=O)NCc2ccccc2)CCC(=O)N1CCc1c[nH]c2ccccc12 (centres undefined),-2,-8,1,x,-9,-5,-0.1,-2
Cn1nnnc1Sc1ncnc2scc(Br)c12,-3,0,2,2,-30,4,-0.5,19
COc1cccc(C=NNc2nc3ccccc3s2)c1OC,-2,-2,9,-8,-8,-4,-0.5,x
C/C=C/Cn1c(SCCCc2ccccc2)nc2c1c(=O)[nH]c(=O)n2C,-1,8,-6,-2,-7,-3,0.0,-2
O=C(CCSc1ccccc1)NCc1cccnc1,-4,x,13,-1,-2,x,-1.1,x
CCOc1c(Br)cc(/C=C2/SC(=O)N(CC(=O)N3CCCC3)C2=O)cc1OC,x,-1,x,0,x,2,x,17
CCS(=O)(=O)N1CC2(CN(C)[C@@H](CO)c3c2c2ccc(OC)cc2n3C)C1,0,x,1,x,3,x,0.1,x
C#C[C@]1(O)CCC2C3CCC4=CC(=O)CC[C@@H]4C3CC[C@@]21C (some centres undefined),x,-5,-7,0,-4,-3,0.0,-5
C[C@H](CO)N1C[C@H](C)[C@H](CN(C)Cc2ccc3c(c2)OCO3)Oc2ccc(NS(=O)(=O)c3ccc(Cl)cc3)cc2CC1=O,-2,-1,10,3,11,-1,-0.1,-3
CCCNC(=O)N1C[C@@H](C)[C@H](OC)CN(C)C(=O)c2ccc(NC(=O)CCC)cc2OC[C@H]1C,1,-4,-7,-8,2,-3,-0.1,-6
COc1ccccc1-n1c(C)nc(=O)c(-c2ccccc2)c1C,x,-2,x,-2,x,-3,10,-4
Cn1c(N)c(C(=O)CSc2nn(-c3ccccc3)c(=S)s2)c(=O)n(C)c1=O,0,1,-1,-8,1,3,x,4
O=C(CN1CCCN(Cc2ccc(F)cc2)S1(=O)=O)NC1CCCC1,-1,0,5,-8,-16,1,x,-2
COCC(=O)N1[C@H](C#N)[C@H](c2ccc(C#CCC3CCCC3)cc2)[C@@H]1CO,-1,4,0,-2,7,-1,0.4,8
C=CCn1c(-c2sc3nc(C)cc(C)c3c2N)n[nH]c1=S,-4,0,3,x,7,1,x,x
CN1C(=O)c2cc(NC(=O)c3ccc(C(F)(F)F)cc3)ccc2OC[C@@H]2O[C@@H](CC(=O)NC3Cc4ccccc4C3)CC[C@H]21,0,-2,-1,-7,10,-1,0.8,-6
C[C@H](CO)N1C[C@H](C)[C@@H](CN(C)C(=O)Nc2ccc(C(F)(F)F)cc2)Oc2ccc(NS(C)(=O)=O)cc2CC1=O,x,12,-3,-3,1,-1,x,9
COc1ccc2cc(C3CC=C(CO)CN3S(=O)(=O)c3ccccc3[N+](=O)[O-])n(C(=O)OC(C)(C)C)c2c1 (centres undefined),-1,x,0,x,-1,x,-0.2,x
OCC1(CC2CCCCO2)CCN(C/C=C/c2ccccc2)CC1 (centres undefined),-1,3,-4,-10,-12,8,4.6,1
O=C(NC1CCN(CC(=O)N(c2ccccc2)c2ccccc2)CC1)c1ccc([N+](=O)[O-])cc1,-2,0,-13,-14,-10,4,4.1,14
Cc1cccc(OCC(=O)Nc2ccc(C(=O)NCC(C)C)cc2)c1,-4,3,-6,-4,2,0,0.1,2
O=C(O)c1ccc(-n2c(-c3cc(-c4ccco4)[nH]n3)n[nH]c2=S)cc1,x,-14,x,15,x,-4,x,-4
CC(C)c1ccccc1NC(=S)NN(Cc1ccccc1)c1ccccc1,x,-14,x,0,x,-1,x,3
COc1ccc(S(=O)(=O)N2CCCCCC2)cc1C(=O)N1CCN(c2ccccc2O)CC1,3,-2,1,-1,-2,2,0.3,-11
CC(C)NC(=O)N1C[C@@H]2[C@H](c3ccccc31)[C@H](CO)N2C(=O)c1ccncc1,2,2,-7,-4,0,-3,0.1,3
CC(C)C(=O)Nc1nc(-c2ccc([N+](=O)[O-])cc2)cs1,1,x,2,10,1,x,-1.0,x
CO[C@@H]1CN(C)C(=O)c2ccc(NC(C)=O)cc2OC[C@@H](C)N(Cc2ccccc2F)C[C@@H]1C,-1,-10,-1,-4,0,-1,0.0,4
CC1CC(C)CN(CCCNC(=O)c2ccc3nc(N4CCCCC4)sc3c2)C1 (centres undefined),-9,-7,4,-6,16,-1,-0.1,55*
COc1ccc(Br)c(C(=O)N(C)CC(=O)Nc2ccc(N3CCOCC3)cc2)c1,-3,x,1,2,-8,x,x,x
O=C(N[C@H]1CC[C@H](CCNC(=O)C2CCC2)O[C@@H]1CO)c1ccncc1,-2,-7,-1,0,3,-3,-0.2,0
Cc1ccccc1C(=O)N[C@H](C(=O)N1CCC[C@H]1C(=O)NC1CCCC1)c1ccccc1,1,x,0,x,-4,x,-0.3,x
Cc1ccc(NC(=O)c2ccccc2[N+](=O)[O-])nc1,-2,3,10,2,-13,1,x,x
O=[N+]([O-])c1ccccc1S(=O)(=O)N1CCN(c2ccccn2)CC1,1,5,-7,1,6,6,0.1,-2
CN(Cc1ccccc1)c1oc(-c2ccco2)nc1C#N,x,-2,x,35,x,-3,x,-2
CC1(C)N(O)CC(c2cccs2)=[N+]1[O-],x,-8,x,-10,x,6,x,6
Cc1ccc(S(=O)(=O)N(C)C[C@H]2Oc3c(NS(=O)(=O)c4cccs4)cccc3C(=O)N([C@@H](C)CO)C[C@@H]2C)cc1,1,1,17,3,-9,3,0.8,0
Cc1ccc(-c2cc(C)nc3ncnn23)cc1,1,26,-3,4,9,1,-0.1,-3
c1ccc(-n2ncc3c(NCc4ccco4)ncnc32)cc1,x,-5,x,-22,x,-3,x,57*
C[C@@H]1CN([C@H](C)CO)C(=O)Cc2cc(NC(=O)CCCCCC(=O)Nc3ccccc3N)ccc2O[C@H]1CN(C)Cc1ccccc1,5,5,-7,0,-1,1,-0.5,3
CC(=O)Nc1ccc(NC(=O)CCN2C(=O)c3ccccc3C2=O)cc1,0,-7,1,-6,-5,2,0.5,-7
COC(=O)c1cc(-c2ccc(C)o2)nc2ccccc12,x,-16,x,-6,x,-1,x,-8
CC(NC(=O)Cc1ccc(S(=O)(=O)N2CCOCC2)s1)c1ccc(Br)cc1 (centres undefined),-45,0,1,x,-12,-7,x,-2
O=C(Nc1ccnn1C1CCN(Cc2ccn[nH]2)CC1)c1ccccc1,-7,12,-11,12,3,4,0.0,-2
COc1cc(C=O)ccc1OCCSc1ccc(Cl)cc1,x,-2,x,-4,x,2,x,8
CCCNC(=O)N(C)C[C@H]1Oc2ncc(C#C[C@@H](C)O)cc2C(=O)N([C@@H](C)CO)C[C@@H]1C,-2,4,0,-8,-7,1,-0.3,-6
O=C1CC(C(=O)N2CCN(c3ccccc3O)CC2)CN1Cc1ccccc1 (centres undefined),8,3,3,-1,-7,2,2.0,1
COc1ccccc1CCC(=O)Nc1ccc(S(=O)(=O)Nc2ncccn2)cc1,0,7,-9,x,-471,-3,0.0,2
Cc1cc(C)c2cc(C(=O)N3CCC(N4CCCCC4)CC3)[nH]c2c1,3,-3,-5,2,-5,-2,0.1,-3
CCC(=O)Nc1ccc2c(c1)C(=O)N(C)C[C@@H](OC)[C@@H](C)CN(C(=O)c1cccnc1)[C@H](C)CO2,1,-12,0,3,-9,1,0.2,-1
O=C(Nc1ccccc1)O/N=C/c1ccccc1Cl,x,-3,x,-10,x,-1,x,u
C[C@H]1CN([C@@H](C)CO)C(=O)c2cc(-c3ccncc3)cnc2O[C@H]1CN(C)C(=O)c1cccc(F)c1,4,-2,-2,1,-2,4,-0.3,0
COc1cccc(NC(=O)N2C[C@@H](O)COC[C@@H]3O[C@H](CC(=O)NC4CCCC4)CC[C@H]32)c1,2,3,-5,-1,12,-1,0.0,-2
Cc1cc([N+](=O)[O-])ccc1N,-2,x,-1,-3,-7,x,0.2,x
# Following part
SMILES,Casp6 inh,RAD54 branch,ERp5 block,ARNT-TACC3 inh,RAD52 anneal inh,PglD DTNB,E-selectin induc,esBAF inh
CN(C)C(=O)C[C@@H]1C[C@H]2c3cc(NC(=O)C4CCC4)ccc3O[C@H]2[C@H](CO)O1,24,-16,3,-7,8,1,0.3,1
Cc1ccc(NC(=O)COC(=O)Cc2cccs2)c(Br)c1,2,-10,-4,-47,-15,1,0.2,x
COc1ccc2c3c(n(C)c2c1)[C@H](CO)N(C(=O)C1CCOCC1)CC31CCN(C(=O)C2CCOCC2)CC1,1,x,-8,x,2,x,0.1,x
CCOC(=O)c1c(NC(C)=O)sc2c1CCC(C=NCCCN(CC)CC)=C2Sc1ccccc1,x,8,x,-2,x,-1,x,11
CC(=O)Nc1cccc(-c2csc(C(C)(NC(C)=O)c3ccccc3)n2)c1 (centres undefined),-2,-8,1,x,-2,0,0.0,-8
COC(=O)c1c(NC(NC(=O)C(C)C)C(Cl)(Cl)Cl)sc2c1CCCC2 (centres undefined),-1,x,-5,-23,-18,x,x,x
COc1cccc(-c2ccc3n(c2=O)C[C@H]2[C@H](CO)[C@@H](C(=O)N(C)C)[C@@H]3N2CC2CC2)c1,-1,3,2,-7,-11,-1,0.2,-3
N/C(=N\NC(=O)Nc1ccc(Cl)cc1)c1ccccn1,-3,5,2,66*,5,-5,x,47*
CN1C(=O)c2cc(NC(=O)c3ccccc3Cl)ccc2OC[C@H]2O[C@@H](CC(=O)Nc3ccc4c(c3)CCC4)CC[C@@H]21,-1,-13,0,-4,-12,4,-0.1,12
COCCCNC(=O)CCc1nc(-c2ccccc2Cl)no1,x,-22,x,-7,x,1,x,1
CN(C(=O)c1ccc(NC(=O)Cc2cccc(NC(=O)C3CCN(C(=O)C4CCC4)CC3)c2)cc1)C1CCCC1,x,9,4,-4,-7,1,0.7,-2
Cc1c(S(=O)(=O)N2CCN(c3ccc(F)cc3)CC2)c(=O)n(C)c(=O)n1C,4,-3,1,x,-1,-8,-0.1,-9
